PKM2 activator = PKM2 (human) enzyme activation; purified PKM2, Kinase-Glo ATP luminescence, activation; response scale: 0% is enzyme alone, no compound; 260,000 tested, 0.34% active; P14618; AID 1631; Potency, µM (top dose mostly 57.5 µM), without a hit: top-dose activation, actives largely listed as activators; also: potency is read from the fitted curve at half-maximal effect; nearly all actives have a fitted effect of over 55% in size
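Purified hPK-M2 (>95%) run at intermediate activity with 0.1 mM ADP and 0.5 mM PEP in 50 mM imidazole pH 7.2, KCl, MgCl2; 1 h room temperature. ATP formed read by Kinase-Glo luminescence; normalized to uninhibited and no-enzyme controls.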
Eya2 phos inh = inhibitors of human Eya2 phosphatase activity; AID 488837; recombinant Eya2, OMFP fluorescence dephosphorylation (OMFP is methylfluorescein phosphate); Potency, µM (highest dose often 76.9 µM), inactives show at the top dose activity, negative = inhibition, actives largely listed as inhibitors; O00167; 330,000 tested, 0.006% active; also: potency is read from the fitted curve at half-maximal effect
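Eya2 protein (added as 0.2 uM solution) was preincubated with compound for 10 min at ambient temperature in 50 mM HEPES pH 7.5, 50 mM NaCl, 5 uM MgCl2, 0.05% BSA, 1 mM DTT. OMFP (added at 50 uM) then reacted 10 min; fluorescence read at 485/525 nm.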
B2AR arrestin = agonists driving beta-arrestin recruitment to human beta2-adrenergic receptor. P07550. beta-arrestin recruitment to beta2AR, cell-based reporter. Potency, µM (top dose mostly 46.1 µM), inactives show at the top dose activation, most hits filed as activators. 330,000 tested, 0.02% active;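 also: potency is read from the fitted curve at half-maximal effect; 0% = DMSO controls and full agonism = EC100 isoproterenol or metaproterenol; nearly all actives have a fitted effect of over 65% in size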
KCNH2 3.1 block = blocks the human KCNH2 3.1 channel isoform | 340,000 tested, 0.95% active | AID 720553 | U2OS KCNH2 3.1, thallium flux FluxOr; active compounds read low | activity change, % (tested at about 1.8 µM);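 active = maximum activity change below -70%; inconclusive = maximum activity change from -70% to -50%; inactive = maximum activity change above -50%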;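 also: thallium influx rate constant from kinetic fluorescence after stimulation buffer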
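Virally transduced U2OS (3.1 isoform, 4 h infection in dark at RT) → overnight 37 C → FluxOr + Red40 in HBSS/HEPES, 45 min → stimulation buffer, 2 min kinetic read → rate constant vs DMSO controls.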
KCNH2 WT inh = inhibitors of human wildtype KCNH2 potassium channel. 340,000 tested, 0.37% active. Q12809. U2OS, BacMam KCNH2, thallium flux FluxOr; active compounds read low. activity change, % at 1.84 µM;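 active = maximum activity change below -70%; inconclusive = maximum activity change between -70% and -50%; inactive = maximum activity change above -50%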
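U2OS cells transduced with wild-type KCNH2 virus are loaded with FluxOr dye for 45 min, and thallium flux is measured in kinetic reads before and after stimulation buffer. Rate constants are normalized to DMSO controls.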
USP2a inh = inhibitors of human ubiquitin-specific protease USP2a; O75604; USP2 core, Ub-CHOP2 coupled fluorogenic reporter, 485/531; Potency, µM (series often up to 38.3 µM), without a hit: at the highest dose activity change, negative = inhibition, hits mostly inhibitors; 330,000 tested, 0.01% active; AID 463254;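 also: potency is read from the fitted curve at half-maximal effect; plate controls were DMSO wells for no effect and full inhibition by NEM control for full effect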
Target sequence (O75604 whole entry, looked up): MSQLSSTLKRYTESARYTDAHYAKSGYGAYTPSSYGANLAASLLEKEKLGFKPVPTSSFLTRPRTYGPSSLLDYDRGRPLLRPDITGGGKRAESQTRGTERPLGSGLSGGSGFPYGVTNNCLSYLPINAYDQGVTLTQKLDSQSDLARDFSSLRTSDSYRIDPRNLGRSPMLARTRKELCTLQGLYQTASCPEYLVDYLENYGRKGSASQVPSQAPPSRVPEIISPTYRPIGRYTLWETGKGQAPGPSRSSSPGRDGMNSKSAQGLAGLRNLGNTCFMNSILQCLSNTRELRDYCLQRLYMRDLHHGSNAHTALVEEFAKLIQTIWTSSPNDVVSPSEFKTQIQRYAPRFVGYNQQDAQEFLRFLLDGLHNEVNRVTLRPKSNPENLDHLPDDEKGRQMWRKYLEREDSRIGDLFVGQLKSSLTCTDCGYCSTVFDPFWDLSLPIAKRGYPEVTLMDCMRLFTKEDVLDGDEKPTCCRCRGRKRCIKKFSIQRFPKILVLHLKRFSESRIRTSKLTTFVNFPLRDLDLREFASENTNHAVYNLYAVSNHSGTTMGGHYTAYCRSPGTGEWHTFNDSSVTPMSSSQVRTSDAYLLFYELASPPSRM
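Deubiquitinase activity read as fluorescence (485/531 nm) after Ub-CHOP2 cleavage activates the enterokinase reporter on its substrate; USP2 core 10nM, Ub-CHOP2 and substrate 25nM each, 30min compound preincubation then 60min RT; data normalized to NEM, curves fitted.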
uPA generation = inhibitors of cell surface uPA generation; cell surface uPA generation assay, qHTS; Potency, µM (titrated, usually from 38.3 µM), for inactives: at the highest dose activity change, negative = inhibition, usual class: inhibitors; 330,000 tested, 0.31% active; active = well fitted inhibition curve with a large enough effect; inconclusive = small, poorly fitted or top-dose-only effect; inactive = no such curve, though single readings can be large or run the other way; tested in mouse RAW 264.7 cells; also: potency is read from the fitted curve at half-maximal effect; nearly all actives have a fitted effect of over 55% in size
BCR signal inh = inhibitors of chronic active B-cell receptor signaling; ABC-DLBCL IkBa-CBG/CBR reporter, luminescence ratio, 4 h; Potency, µM (titrated, usually from 46.1 µM), for inactives: top-dose ratio change, negative = lower green/red ratio, usual class: inhibitors; 340,000 tested, 0.05% active; AID 493014; active = well fitted inhibition curve with a large enough effect in the signal ratio, with a control signal flat, not every such curve was filed as active; inconclusive = small, poorly fitted or top-dose-only effect, or effect the other way, or a change in a side signal; the % refers to the signal ratio;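 also: potency is read from the fitted curve at half-maximal effect; plate controls were basal doxycycline-induced cells for no effect and cells given 10 µM MG132 for full effect; MG132 reads +100%, hits lower the ratio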
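Compounds up to 46 uM were incubated four hours with TMD8 cells whose green CBG68 luciferase is fused to IkappaBalpha; red CBR luminescence normalised the signal, and concentration-effect curves were fitted to fusion, red and ratio data.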
Giardia kill = Giardia lamblia killing; Giardia lamblia trophozoite viability; activity change, % at 7.66 µM, hits read low; 340,000 tested, 0.15% active; AID 540267; in the data active = activity change below about -80%; inconclusive = between about -30% and that limit;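 also: parasites exposed to compound for two days anaerobically before the ATP read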
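Killing of trophozoites was scored by loss of ATP luminescence after a 48 hrs anaerobic exposure to compounds at 37 deg C, using 100 cells per well.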
GALK inh = blocks human galactokinase activity | 270,000 tested, 0.007% active | Purified GALK, Kinase-Glo residual ATP luminescence | Potency, µM (doses to about 57.5 µM), without a hit: top-dose activity change, negative = inhibition, actives largely listed as inhibitors | P51570 | AID 1868; also: potency is read from the fitted curve at half-maximal effect
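Compounds were pin-transferred into ATP buffer (35 uM final), then GALK plus galactose (5 nM, 100 uM final) was added. After 1 h at room temperature, Kinase-Glo Plus was added and luminescence read after 10 min.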
FBPA coupling cs = counter-screen for Giardia aldolase inhibitors: coupling enzyme system; coupling enzyme system counterscreen, AmpLite Red fluorescence; activity change, negative = inhibition, % at 58.2 µM, hits read low; 290,000 tested, 0.67% active; in the data active = activity change below about -30%
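Counterscreen lacking aldolase: glyceraldehyde-3-phosphate coupling-enzyme reagent preincubated 10 min at RT with compound (at 57.5 uM final), then substrate/coupling system with AmpLite Red added; fluorescence read at 525/598 nm after 20 min RT.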
* hit, by the source's call; ? = inconclusive; . = no result given; [ ] = remark or other dose. Unless noted, calls follow the shape of the dose curve; as a rule, active = well fitted curve in the direction sought with a large enough effect; inconclusive = small, poorly fitted or top-dose-only effect, or another doubt; inactive = no such curve, though single readings can be large; an effect the other way counts as inactive or inconclusive. Unless noted, % is scaled to controls: 0 for no effect and ±100 for the full control effect.

1: Cc1occc1C(=O)N/N=C/c1cnn(C)c1C
2: COc1cc(N2C(=O)CSC2=S)cc(OC)c1OC
3: CCOc1ccc(CNC(=O)CCCn2nc(CC)n3c(cc4occc43)c2=O)cc1
4: CC(=O)Nc1ccc(NC(=O)N2CCCCC2)cc1
5: O=C(NNC(=O)c1ccc(F)cc1)C(=O)N1CCCCC1
6: Cc1cccc(C)c1OCC(=O)NNC(=O)Nc1ccc(Cl)cc1
assay / compound | 1 | 2 | 3 | 4 | 5 | 6
Giardia kill | 16 | -5 | -12 | 8 | -13 | -16
uPA generation | 3% | ? | ? | 6% | 1% | 8%
FBPA coupling cs | 1 | 0 | 1 | 1 | 1 | 0
Eya2 phos inh | -1% | 9% | 4% | 5% | 0% | -19%
GALK inh | 8% | -2% | 7% | 0% | 0% | 0%
BCR signal inh | ? | ? | ? | -8% | 2% | ?
PKM2 activator | -31% | . | 5% | 1% | 1% | 1%
B2AR arrestin | -0.7% | -0.6% | 0.5% | -0.1% | -0.6% | 0.5%
USP2a inh | 0% | 3% | -1% | 0% | 4% | 0%
KCNH2 3.1 block | 13 | -17 | -24 | 5 | 4 | 7
KCNH2 WT inh | 5 | -3 | -21 | -2 | -17 | 19

7: O=C(Oc1ccc(-c2nnco2)cc1)N1CCOCC1
8: COc1ccc(NC(=O)CC2CCCC2)cc1OC
9: O=C(/C=C/c1ccc([N+](=O)[O-])cc1)N1CCN(Cc2ccccc2)CC1
10: Cc1cccc(NC(=O)NNC(=O)COc2ccc(Cl)cc2)c1
11: COc1ccc(CNC(=O)CCSCc2cccc(Cl)c2)c(OC)c1
12: CCC(C)c1ccc(S(=O)(=O)N2CCN(CC(O)CN3CCOCC3)CC2)cc1 (configuration not stated)
assay / compound | 7 | 8 | 9 | 10 | 11 | 12
Giardia kill | 3 | -1 | 3 | 1 | 10 | 12
uPA generation | -1% | -1% | 1% | 4% | 5% | -2%
FBPA coupling cs | -2 | 2 | 2 | 4 | 5 | .
Eya2 phos inh | 5% | -10% | 10% | 6% | 4% | 14%
GALK inh | 0% | -1% | 7% | -2% | 0% | .
BCR signal inh | -5% | -1% | 2% | 4% | 0% | -3%
PKM2 activator | -6% | . | -20%[11.5 µM] | 0% | 1% | .
B2AR arrestin | -0.2% | -0.3% | -0.5% | -0.8% | -0.4% | 0.3%
USP2a inh | 0% | -2% | -2% | 10% | 1% | -2%
KCNH2 3.1 block | 2 | 16 | -29 | -9 | -23 | 9
KCNH2 WT inh | -4 | -11 | -5 | -17 | 3 | -33

Among those listed so far, these have a carbonyl joined to an NH by a bond outside any ring:
1: Cc1occc1C(=O)N/N=C/c1cnn(C)c1C
3: CCOc1ccc(CNC(=O)CCCn2nc(CC)n3c(cc4occc43)c2=O)cc1
4: CC(=O)Nc1ccc(NC(=O)N2CCCCC2)cc1
5: O=C(NNC(=O)c1ccc(F)cc1)C(=O)N1CCCCC1
6: Cc1cccc(C)c1OCC(=O)NNC(=O)Nc1ccc(Cl)cc1
8: COc1ccc(NC(=O)CC2CCCC2)cc1OC
10: Cc1cccc(NC(=O)NNC(=O)COc2ccc(Cl)cc2)c1
11: COc1ccc(CNC(=O)CCSCc2cccc(Cl)c2)c(OC)c1
assay / compound | 1 | 3 | 4 | 5 | 6 | 8 | 10 | 11
Giardia kill | 16 | -12 | 8 | -13 | -16 | -1 | 1 | 10
uPA generation | 3% | ? | 6% | 1% | 8% | -1% | 4% | 5%
FBPA coupling cs | 1 | 1 | 1 | 1 | 0 | 2 | 4 | 5
Eya2 phos inh | -1% | 4% | 5% | 0% | -19% | -10% | 6% | 4%
GALK inh | 8% | 7% | 0% | 0% | 0% | -1% | -2% | 0%
BCR signal inh | ? | ? | -8% | 2% | ? | -1% | 4% | 0%
PKM2 activator | -31% | 5% | 1% | 1% | 1% | . | 0% | 1%
B2AR arrestin | -0.7% | 0.5% | -0.1% | -0.6% | 0.5% | -0.3% | -0.8% | -0.4%
USP2a inh | 0% | -1% | 0% | 4% | 0% | -2% | 10% | 1%
KCNH2 3.1 block | 13 | -24 | 5 | 4 | 7 | 16 | -9 | -23
KCNH2 WT inh | 5 | -21 | -2 | -17 | 19 | -11 | -17 | 3

Continuation.
13: COc1ccc(NC(=O)C2CCCN2S(=O)(=O)c2cccs2)c([N+](=O)[O-])c1 (configuration not stated)
14: CC(C)(C)NC(=O)CSc1nnnn1C(C)(C)C
15: CC(C)[C@H](NC(=O)N1c2ccccc2NC(=O)[C@@H]1C(C)C)C(=O)N1CCC[C@H]1C(=O)O
16: O=C(CNC(=O)c1ccccc1O)N/N=C/c1cc(Br)ccc1OC(=O)/C=C/c1ccco1
17: Cc1ccccc1C(=O)NCC(=O)NNC(=O)CCN1CCN(c2ccccc2)CC1
18: O=C(CN(c1ccc([N+](=O)[O-])cc1)S(=O)(=O)c1ccccc1)N1CCCCC1
19: COc1ccc(Cl)cc1N1CCN(CCNC(=O)Nc2ccccc2C)CC1
20: CC(C)Oc1ccc(N2CC(C(=O)OCC(=O)NCc3ccccc3)CC2=O)cc1 (configuration not stated)
assay / compound | 13 | 14 | 15 | 16 | 17 | 18 | 19 | 20
Giardia kill | 9 | 7 | -9 | -13 | 16 | -18 | 2 | -3
uPA generation | -2% | -4% | 1% | -5% | 2% | -4% | -11% | 5%
FBPA coupling cs | . | 2 | -2 | -2 | . | 1 | -2 | -2
Eya2 phos inh | 16% | 2% | -18% | 7% | 2% | -12% | 3% | -6%
GALK inh | . | -1% | . | -1% | -1% | -1% | 1% | .
BCR signal inh | 0% | -2% | ? | ? | 2% | 4% | ? | -13%
PKM2 activator | . | -2% | -13% | 11% | -7% | 24% | -15% | 3%
B2AR arrestin | -0.2% | -0.5% | -0.5% | -0.1% | -0.5% | -0.3% | 0.2% | -0.9%
USP2a inh | -1% | 1% | -2% | -1% | 4% | -2% | 1% | 5%
KCNH2 3.1 block | -28 | -5 | -2 | -9 | . | -1 | . | 10
KCNH2 WT inh | -3 | 1 | -5 | 12 | 2 | 11 | 31 | -5

Screening data as filed in PubChem.
